Assay outcomes (PubChem)
Pol eta inh: blocks human DNA polymerase eta activity. recombinant Pol eta, fluorescent DNA replication assay. Potency, µM (series often up to 114 µM), inactives show at the top dose activity change, negative = inhibition, hits mostly inhibitors. Q9Y253. hit rate 1.2% among 390,000; active = well fitted inhibition curve with a large enough effect; inconclusive = small, poorly fitted or top-dose-only effect, or another doubt; inactive = no such curve, though single readings can be large or run the other way
Target sequence (Q9Y253 whole entry, looked up): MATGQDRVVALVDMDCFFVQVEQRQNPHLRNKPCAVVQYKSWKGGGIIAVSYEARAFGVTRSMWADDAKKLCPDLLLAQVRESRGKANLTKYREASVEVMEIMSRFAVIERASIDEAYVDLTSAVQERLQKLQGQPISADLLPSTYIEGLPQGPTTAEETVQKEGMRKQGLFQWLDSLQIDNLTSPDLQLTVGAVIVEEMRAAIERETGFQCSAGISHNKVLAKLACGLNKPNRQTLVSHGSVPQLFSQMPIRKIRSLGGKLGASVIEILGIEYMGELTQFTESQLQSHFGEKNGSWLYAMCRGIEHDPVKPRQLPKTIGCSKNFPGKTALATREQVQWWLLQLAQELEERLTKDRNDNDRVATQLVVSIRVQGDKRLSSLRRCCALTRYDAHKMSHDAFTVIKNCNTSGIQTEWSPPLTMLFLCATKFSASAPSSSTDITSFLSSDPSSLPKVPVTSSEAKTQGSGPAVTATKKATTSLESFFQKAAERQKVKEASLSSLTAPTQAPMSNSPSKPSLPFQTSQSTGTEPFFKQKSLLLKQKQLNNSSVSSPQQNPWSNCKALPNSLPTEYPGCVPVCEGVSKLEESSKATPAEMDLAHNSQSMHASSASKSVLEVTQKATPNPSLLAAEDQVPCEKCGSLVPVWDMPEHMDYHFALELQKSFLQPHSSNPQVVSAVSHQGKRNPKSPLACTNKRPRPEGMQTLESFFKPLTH
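Fluorescent replication assay: 50 nM final substrate added after a 15 min room-temperature compound preincubation with 10 nM enzyme. Signal taken at 0 min and again at 10 min.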
Starred values were filed as active, the others as inactive; ? = inconclusive. % is set by controls: 0 for no effect and ±100 for the full control effect; potency is the fitted concentration of half-maximal effect. Some of the compounds tested (hit frequency here may not be typical).

SMILES | Pol eta inh
Cc1ccc(C)c(NC(=O)CN2C(=O)C3CC=CCC3C2=O)c1 (stereo not drawn) | -2.3%
O=C(c1ccc(CS(=O)Cc2ccc(Cl)cc2)o1)N1CCN(C2CCCCC2)CC1 (stereo not drawn) | -1.3%
CN1CCN(CCNC(=O)c2ccc(CS(=O)c3ccc(Br)cc3)o2)CC1 (stereo not drawn) | 3.8%
C#CCN(C[C@H]1[C@H](OC(=O)Nc2c(C)noc2C)[C@H](OC(=O)Nc2c(C)noc2C)C[C@H]2C(=O)N(c3ccccc3)C(=O)[C@@H]12)S(=O)(=O)c1ccc(C)cc1 | -12.9%
CN(Cc1c(F)cccc1Cl)C(=O)COC(=O)Cn1cnc2ccccc2c1=O | -7.0%
COc1ccc(C2C3=C(CCCC3=O)N(CC(=O)O)C3=C2C(=O)CCC3)cc1Br | -5.1%
CN1CCN(c2ccc(S(=O)(=O)N3CCCCC3)cc2NC(=O)CSC(C)(C)C)CC1 | -7.5%
COc1ccc(-c2cnc3c(c2)C(=O)N([C@H](C)CO)C[C@@H](C)[C@H](CN(C)Cc2ccccc2)O3)cc1 | -11.2%
Cc1cccc(NS(=O)(=O)c2ccc(S(=O)(=O)N3CCCC3)cc2)c1 | -15.4%
CC1CCN(C(=O)c2ncn3c2c(=O)[nH]c2ccc(Br)cc23)CC1 | -12.9%
Cc1ccc(S(=O)(=O)N2C[C@H]3n4c(=O)ccc(=O)n4C[C@H](OC(=O)NCc4ccco4)[C@@]3(O)C2)cc1 | ?
O=C(c1ccncc1)N1CCN(c2cc(-c3ccccc3)nc3cc(-c4cccc(Cl)c4)nn23)CC1 | -16.2%
CC1C(=O)N(Cc2cn(CCC3OCCO3)nn2)CCS(=O)(=O)N1Cc1ccc(-c2ccc(F)nc2)cc1 (stereo not drawn) | -8.5%
CCOc1ccc(NC(=O)c2ccc3c(c2)N(C)CCS3)cc1 | -17.1%
Cc1cc(CN(Nc2ccccc2)c2ccccc2)cc(C)n1 | -17.5%
CCOC(=O)C1CCN(C(=O)c2sc3ncn(CC(=O)N4CCCCC4)c(=O)c3c2C)CC1 | -14.3%
C[C@@H]1CN([C@H](C)CO)C(=O)CCCn2nncc2CO[C@H]1CN(C)S(=O)(=O)c1ccc2c(c1)OCCCO2 | -19.4%
Cc1ccc(Cc2c(-c3ccc(F)cc3)nc3ccc(Cl)cn23)cc1 | -24.3%
C[C@@H]1CN([C@H](C)CO)C(=O)CCCn2nncc2CO[C@@H]1CN(C)S(=O)(=O)c1ccc(C#N)cc1 | 3.5%
COc1cc(OC)cc(C(=O)NNC(=O)C2CCC2)c1 | 1.2%
COc1ccc(NC(=O)c2nc[nH]c2C(=O)N(C)CCO)cc1 | -4.6%
O=C1NC(c2ccc3ccccc3c2)Nc2ccccc21 (stereo not drawn) | -13.1%
Cc1nn(CC(=O)Nc2cccc(O)c2)c(=O)c2ccccc12 | -7.6%
Nc1ccn([C@@H]2O[C@H](CNCc3ccc(C#CCCO)cc3)[C@@H](O)[C@H]2O)c(=O)n1 | -4.7%
COc1ccc(CC(=O)Nc2ccc3c(c2)OC2(CCCC2)O3)c(OC)c1 | 0.3%
SMILES | Pol eta inh
CC(C)(C)c1ccc(C(=O)OCC(=O)Nc2cccc(S(=O)(=O)NC3=NCCC3)c2)cc1 | -16.5%
Cc1ccsc1C(=O)OCC(=O)Nc1cccc(S(=O)(=O)N2CCCCC2)c1 | -22.9%
CN1C(=O)[C@H]2[C@@H](c3ccc(C(F)(F)F)cc3)N[C@]3(CCCN(Cc4ccc(C(F)(F)F)cc4)C3=O)[C@H]2C1=O | -15.7%
CN(C)c1ccc(CNc2nc3ccccc3n2C)cc1 | 2.0%
O=C1NC(Cc2ccc(O)cc2)c2nc3cc(F)c(F)cc3c(=O)n2-c2ncccc21 (stereo not drawn) | -6.2%
Clc1ccc(-c2nc3ccc(Br)cn3c2Cc2ccccc2)cc1 | -16.3%
O=Nc1c(-c2ccccc2)n(O)[n+]([O-])c1-c1ccccc1 | -18.1%
Cc1ccc(N2CC(C(=O)NC3CCCCCC3)CC2=O)cc1 (stereo not drawn) | -2.1%
O=C(Nc1c2c(nn1-c1ccccc1)CS(=O)(=O)C2)c1ccc(Br)o1 | -5.7%
C[C@H](NC(=O)c1ncn2c1C(=O)NC[C@H]2C)C(=O)OC(C)(C)C | -9.8%
CC(NC(=O)COC(=O)c1ccccc1O)c1ccccc1 (stereo not drawn) | -18.2%
COc1ccc(C(=O)N/N=C/c2ccccn2)cc1 | ?
Cc1cc(C(=O)N2CCCC(Nc3ccc(C)c(C)c3)C2)nc(C)n1 (stereo not drawn) | -15.6%
NC(=S)NN=Cc1nccc2c(C(F)(F)C(F)(F)C(F)(F)F)cccc12 | -15.8%
CCc1cc(-c2cnnn2Cc2ccc3ccccc3c2)ccc1-c1cn(CC(C)C)nn1 | -4.8%
COc1ccc(C(=O)N[C@H](C(=O)Nc2cccc(S(=O)(=O)N3CCOCC3)c2)C(C)C)cc1 | -12.0%
CC1=C(C(=O)N2CCOCC2)CC(CC(=O)NCc2ccco2)C(=O)N1Cc1ccc(F)cc1 (stereo not drawn) | -5.9%
Cn1c2nc(=O)n(-c3ccccc3)c(=O)c-2nc2c1CCCC2 | ?
Cc1ccc(-c2ccc(CN3C(C)C(=O)N(Cc4cn(CC5CCCCC5)nn4)CCS3(=O)=O)cc2)cc1 (stereo not drawn) | -12.7%
CCCCCC(=O)N1C[C@H](n2cc(COC(=O)c3ccccc3)nn2)[C@@H](O)C[C@@H]1c1ccc(OC)cc1 | ?
COCOCCn1cc(CN2CCS(=O)(=O)N(Cc3ccc(-c4ccc(Cl)nc4)cc3)C(C)C2=O)nn1 (stereo not drawn) | -11.9%
COc1ccc(C(=O)OCC(=O)Nc2cc(C)on2)cc1F | -6.8%
CS(=O)(=O)N(CC(=O)N1CCOCC1)c1cccc(Cl)c1 | -0.1%
Cn1ncc2c1NC(c1ccc(F)cc1)SCC2=O (stereo not drawn) | -16.7%
COC(=O)C(Sc1ccc(Cl)cc1)C1SC(=S)N(Cc2ccccc2)C1=O (stereo not drawn) | -0.2%
SMILES | Pol eta inh
CC(C)COC(=O)N(C)C[C@@H]1OCc2cn(nn2)CCCC(=O)N([C@@H](C)CO)C[C@H]1C | -7.2%
Cc1ccc(C(=O)C=Cc2ccc3c(c2)OCO3)c(C)c1 | -14.0%
C[C@H]1CN([C@@H](C)CO)S(=O)(=O)c2ccc(-c3cncnc3)cc2O[C@H]1CN(C)C(=O)NC1CCCC1 | -5.4%
CCOCCCNC(=O)c1ccc(CN2CCc3ccccc3C2)cc1 | -19.8%
COc1ccc(Br)c(C=O)c1OS(=O)(=O)c1ccc(C)cc1 | -3.0%
COC(=O)C[C@H]1C[C@H]2c3cc(NC(=O)C4CCOCC4)ccc3O[C@H]2[C@@H](CO)O1 | -9.0%
Cc1n[nH]c(=O)n(N=Cc2cccs2)c1=O | -11.8%
CCN(CC)C(=O)C1=C(C)N(CCCN2CCCC2=O)C(=O)C(CC(=O)NCCCCc2ccccc2)C1 (stereo not drawn) | -14.0%
C[C@@H]1CN([C@@H](C)CO)C(=O)CCCn2nncc2CO[C@@H]1CN(C)C(=O)c1cc(-c2ccccc2)on1 | -25.4%
COc1cc(CC(=O)N2CCN(S(=O)(=O)c3ccc(C(C)C)cc3)CC2)cc(OC)c1OC | -3.6%
CC(NC(=O)c1cc(COc2ccc(-n3cncn3)cc2)on1)c1ccc(F)cc1 (stereo not drawn) | 0.8%
Cc1ccc(Nc2n[nH]c(=S)s2)c(C)c1 | -0.4%
CN1OC[C@@H]2CN[C@H](c3cccc(Oc4ccccc4)c3)C[C@@H]21 | -0.9%
CNC[C@@H]1OCc2ccccc2-c2c(n(C)c3ccccc23)C(=O)N([C@H](C)CO)C[C@H]1C | -14.9%
Nc1ccc(Nc2ccncc2)cc1 | -19.2%
Cc1cccc(NC(=O)COc2cccc3c2CCNC3=O)c1 | -16.4%
C[C@@H]1CCCCO[C@H](CN(C)C(=O)Nc2cccc3ccccc23)[C@@H](C)CN([C@H](C)CO)C(=O)c2cc(N(C)C)ccc2O1 | -18.3%
COc1cccc(OC)c1C(=O)N1CCN(Cc2c[nH]c3ccccc23)CC1 | -18.9%
O=C(O)c1cc([N+](=O)[O-])ccc1-c1ccc([N+](=O)[O-])cc1C(=O)O | 20µM*
COc1ncnc2c1ncn2CCCNc1ccc(C)c(C)c1 | -10.9%
O=[N+]([O-])c1ccc(C=NN2CCNC2=S)o1 | -18.0%
Cc1ccc(C)c(NC(=O)COC(=O)c2cccc(S(=O)(=O)N3CCCC3)c2)c1 | -9.3%
Cc1ccc(NC(=O)COC(=O)CN2CCSC2=O)cc1F | -10.5%
COc1cc(NC(=O)CCl)ccc(=O)c1 | 0.6%
CCCCCC(=O)N1C[C@H](n2cc(-c3ccc(F)cc3)nn2)[C@@H](O)C[C@@H]1c1ccc(OC)cc1 | -11.4%

Ordered by value in Pol eta inh (falling): some entries from above
SMILES | Pol eta inh
CS(=O)(=O)N(CC(=O)N1CCOCC1)c1cccc(Cl)c1 | -0.1%
CNC[C@@H]1OCc2ccccc2-c2c(n(C)c3ccccc23)C(=O)N([C@H](C)CO)C[C@H]1C | -14.9%
C[C@@H]1CCCCO[C@H](CN(C)C(=O)Nc2cccc3ccccc23)[C@@H](C)CN([C@H](C)CO)C(=O)c2cc(N(C)C)ccc2O1 | -18.3%

Arranged by length of the SMILES (falling): 4 of the compounds above.
SMILES | Pol eta inh
C[C@@H]1CCCCO[C@H](CN(C)C(=O)Nc2cccc3ccccc23)[C@@H](C)CN([C@H](C)CO)C(=O)c2cc(N(C)C)ccc2O1 | -18.3%
C[C@@H]1CN([C@@H](C)CO)C(=O)CCCn2nncc2CO[C@@H]1CN(C)C(=O)c1cc(-c2ccccc2)on1 | -25.4%
Cc1ccc(C(=O)C=Cc2ccc3c(c2)OCO3)c(C)c1 | -14.0%
O=[N+]([O-])c1ccc(C=NN2CCNC2=S)o1 | -18.0%

Molecules listed so far with a thiophene ring, fused or not (3):
SMILES | Pol eta inh
CCOC(=O)C1CCN(C(=O)c2sc3ncn(CC(=O)N4CCCCC4)c(=O)c3c2C)CC1 | -14.3%
Cc1ccsc1C(=O)OCC(=O)Nc1cccc(S(=O)(=O)N2CCCCC2)c1 | -22.9%
Cc1n[nH]c(=O)n(N=Cc2cccs2)c1=O | -11.8%

(list continues)
SMILES | Pol eta inh
O=C(c1cc(-c2ccncc2)nc2ccccc12)N1CCCC(C(F)(F)F)C1 (stereo not drawn) | 4.2%
Cc1ccc(S(=O)(=O)N2C[C@H]3N(C(=O)OC(C)C)N(C(=O)OC(C)C)C[C@H](OC(=O)NCc4ccco4)[C@@]3(O)C2)cc1 | -14.3%
O=[N+]([O-])c1cccnc1C1OCCO1 | -14.2%
Cc1cc(Cl)c2oc(C(=O)N3CCOCC3)c(C)c2c1 | -2.6%
CSc1ccc(/C=C/C(=O)OCC(=O)NC2CCCC2)cc1 | -10.9%
Cc1nccn1CCC(=O)NC1CC(C)(C)Cc2c1cnn2-c1ccccc1 (stereo not drawn) | -21.3%
O=C1OC(c2ccccc2)(N(Nc2ccccc2)c2ccccc2)c2ccccc21 (stereo not drawn) | -14.0%
O=C1[C@H]2[C@@H](c3ccccc3)N[C@]3(CCCN(Cc4ccc(F)cc4)C3=O)[C@H]2C(=O)N1Cc1ccccc1 | -4.4%
Cc1ccccc1OCCC(=O)OCC(=O)Nc1ccc(C)c(S(=O)(=O)N2CCCCC2)c1 | -17.4%
CSc1ncnc2c1ncn2CCCNc1ccc(C)c(C)c1 | -20.2%
Nc1nnc2cc(F)ccc2n1 | ?
CCCCCC(=O)N1C[C@H](n2cc(C3CC3)nn2)[C@@H](O)C[C@@H]1c1ccc(OC)cc1 | -5.6%
CCCCN1C[C@H](c2ccc(OC)cc2)[C@@H](CC(=O)Nc2ccc(Br)cc2)C1=O | -17.8%
CC1=CC(=O)C(Sc2ccc(C)cc2)=CC1=O | -2.5%
C[C@@H]1CN([C@@H](C)CO)C(=O)c2cc(Br)cnc2O[C@H]1CN(C)C(=O)Cc1cccnc1 | -11.7%
COc1ccccc1N1CCN(S(=O)(=O)CCNC(=O)/C=C/c2ccc3c(c2)OCO3)CC1 | -10.9%
COc1ccc(S(=O)(=O)N(C)C[C@@H]2OCc3cnnn3CCCC(=O)N([C@@H](C)CO)C[C@H]2C)cc1 | -19.5%
CN[C@H]1C[C@H]2c3cc(N4CCN(C)CC4)ccc3CCN2C(=O)[C@H]1[C@H](C)O | -3.4%
COCCN(C(=O)CSc1nnc(-c2ccccc2F)o1)c1c(N)n(Cc2ccccc2)c(=O)[nH]c1=O | -11.3%
C[C@@H]1CNC(=O)c2c(C(=O)Nc3cccc(Cl)c3)ncn21 | -6.6%
COc1ccc(NC(=O)C[C@H]2C(=O)N(Cc3ccccc3)C[C@@H]2C)cc1 | -5.7%
O=C(Nc1ccc(N2CCCC2)c(Cl)c1)c1ccccc1F | -17.3%
COCCn1cnc2c1c(=O)n(CC(=O)NC1CCCCC1)c(=O)n2Cc1ccccc1 | -9.1%
C=CCOc1ccccc1CNn1c(C)n[nH]c1=S | -4.0%
O=C(C1CCCCC1)N1C[C@H](n2cc(C3CC3)nn2)[C@@H](O)C[C@@H]1c1ccc(Cl)cc1 | -10.6%
SMILES | Pol eta inh
CC(=O)Nc1ccc(NC(=O)C(NC(=O)c2ccc(Cl)cc2)C(C)C)cc1 (stereo not drawn) | -5.9%
O=C(Nc1cc(S(=O)(=O)N2CCOCC2)ccc1N1CCOCC1)c1cccc(Cl)c1 | -11.9%
COc1ccc(Cc2nc3ccc(C(=O)NCc4cccc(C)n4)cc3o2)cc1OC | -4.9%
COCCNC(=O)/C(C#N)=C1\N=C(NC(=O)c2ccco2)c2ccccc21 | -9.5%
N#Cc1ccccc1S(=O)(=O)N1CCN(C(=O)CN(Cc2ccco2)Cc2cccs2)CC1 | -7.3%
O[C@H]1C[C@H](c2ccccc2)N(CC2CCCCC2)C[C@@H]1n1cc(-c2ccc(F)cc2)nn1 | -24.6%
NNc1cc2c(nn1)CCN(C(=O)c1ccccc1)C2 | 2.0%
COc1cc2c(c(OC)c1OC)-c1ccc(NCc3ccccc3)c(=O)cc1C(NC(C)=O)CC2 (stereo not drawn) | -10.2%
N#CCCN(Cc1cccnc1)CN1C(=O)c2ccccc2C1=O | 0.8%
